Source: PubChem BioAssay (Broad Institute)
RAD54 inh – blocks human RAD54 Holliday junction branch migration | Q92698 | FAM/BHQ fluorescence | inhibition, % at 10.4 µM | 360,000 tested, 0.14% active;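 active means mean normalized replicate activity at least 40 and at least half of replicates scoring 40 or more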;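 further: 0% = median of neutral control wells and 100% = median of positive control wells; inhibitors cause a drop in the FAM fluorescence signal; in these data hits start at about 50%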
esBAF inh – inhibitors of esBAF chromatin remodeling in mouse ES cells; AID 602393; Bmi1-luciferase knock-in reporter, 24 h; 100% = twice the neutral-well signal; reporter increase, % at 12.5 µM; 350,000 tested, 2% active; in the data active means activation above about 40%;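 further: 0% = median of the plate's neutral control wells and 100% = double that signal; a rise in the Bmi1 reporter signal indicates esBAF inhibition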
ARNT-TACC3 inh – disrupts binding between human ARNT and TACC3 | 390,000 tested, 0.66% active | inhibition, % at 9.99 µM | Q9Y6A5 | AlphaScreen His-ARNT PAS-B/GST-TACC3 binding, luminescence; TACC3 fragment carries E629A point mutation;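 active means mean inhibition of replicates at least 50% and at least half of replicates each reaching 50%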;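 further: 0% = complete ARNT plus TACC3 wells and 100% = ARNT alone without TACC3; many hits fall short of the cut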
RAD52 inh – inhibitors of human RAD52 DNA annealing; P43351; recombinant RAD52 DNA annealing, FRET fluorescence; inhibition, % at 18.7 µM; 360,000 tested, 0.46% active; AID 651710;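 active means every replicate showing at least 50% inhibition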
E-sel inducer – E-selectin induction on HUVECs. P16581. HUVEC E-selectin immunofluorescence imaging; normalized: neutral wells 0, TNF-alpha wells 100. 260,000 tested, 0.37% active. activation, % at 7.58 µM;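 active means mean E-selectin-positive cell signal at least 10% of the positive control, reached in at least 60% of replicates, without over 20% cell loss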;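 further: in these data hits start at about 27%; measured in HUVEC primary endothelial cells; signal is the percent of cells scored E-selectin positive by PE staining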
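Test system: HUVEC; input: 3,000 HUVEC/well; measured by: immunofluorescence imaging; read-out: % PE-positive cells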
PglD inh – blocks C. jejuni PglD acetyltransferase activity; purified PglD enzyme, DTNB colorimetric CoA detection; inhibition, % at 12.5 µM; 360,000 tested, 0.098% active; in the data active means inhibition above about 16%, passing the limit was not always enough; further: strong numbers were not always called active
CASP6 VEID inh – inhibitors of human caspase-6; P55212; purified caspase-6, Z-VEID-R110 cleavage fluorescence; inhibition, % at 12.5 µM; 350,000 tested, 0.53% active;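 active means mean inhibition across replicates at least about 35%, with every replicate also reaching that limit, limit read from the data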;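 further: 0% = median of neutral control wells and 100% = no fluorescence left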
Target sequence (P55212 24-179 limits assumed): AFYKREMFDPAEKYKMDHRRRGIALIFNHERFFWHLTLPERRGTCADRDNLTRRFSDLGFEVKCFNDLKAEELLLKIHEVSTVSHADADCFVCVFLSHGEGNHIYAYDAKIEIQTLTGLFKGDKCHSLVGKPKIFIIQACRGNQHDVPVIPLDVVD
Target sequence (P55212 194-293 limits assumed): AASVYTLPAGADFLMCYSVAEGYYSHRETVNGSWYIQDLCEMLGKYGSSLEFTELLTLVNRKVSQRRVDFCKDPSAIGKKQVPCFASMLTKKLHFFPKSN
ERp5 inh – blocks human ERp5 reductase activity on insulin; AID 651711; inhibition, % at 9.99 µM; 350,000 tested, 0.05% active; ERp5 insulin aggregation, absorbance 650 nm, 90 min; Q15084;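 active means mean replicate inhibition above about 25%, with every replicate also reaching it, limit read from the data, passing the limit was not always enough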
Target sequence (Q15084 whole entry, looked up): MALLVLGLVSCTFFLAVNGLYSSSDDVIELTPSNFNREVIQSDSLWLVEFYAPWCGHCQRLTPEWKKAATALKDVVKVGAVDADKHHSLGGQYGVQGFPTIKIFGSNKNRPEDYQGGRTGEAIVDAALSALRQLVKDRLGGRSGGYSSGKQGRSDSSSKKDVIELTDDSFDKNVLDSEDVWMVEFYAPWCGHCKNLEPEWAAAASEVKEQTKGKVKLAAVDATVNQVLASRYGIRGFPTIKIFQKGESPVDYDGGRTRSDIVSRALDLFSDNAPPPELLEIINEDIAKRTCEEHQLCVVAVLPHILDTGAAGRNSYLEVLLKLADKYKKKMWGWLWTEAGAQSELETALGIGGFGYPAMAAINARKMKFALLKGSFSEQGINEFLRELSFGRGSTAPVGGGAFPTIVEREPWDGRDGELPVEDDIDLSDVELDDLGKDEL
Active calls of the source: *; / = no result given.

1: Cc1ccc2c(c1)-n1c(nc3cc(F)ccc3c1=O)C(Cc1ccc(O)cc1)NC2=O (centres undefined)
2: CCOC(=O)C1CCN(C(c2ccccn2)c2c(C)[nH]c3ccccc23)CC1 (centres undefined)
3: Cc1ccc(S(=O)(=O)N2CCCN(C(=O)CNC(=O)c3cccc(C)c3)CC2)cc1
4: O=C(NNc1ccccc1)C(CCO)C(=O)NNc1ccccc1
5: CO[C@@H]1CN(C)C(=O)c2ccc(NC(=O)Cc3ccccc3)cc2OC[C@H](C)N(C(=O)c2ccccc2F)C[C@@H]1C

| Screen / compound no. | 1 | 2 | 3 | 4 | 5 |
| --- | --- | --- | --- | --- | --- |
| RAD54 inh | / | -4 | / | / | 0 |
| esBAF inh | / | -2 | 0 | / | 3 |
| ARNT-TACC3 inh | / | 2 | / | 12 | -2 |
| RAD52 inh | 0 | / | 0 | -8 | 8 |
| E-sel inducer | -0.1 | / | / | / | 0.1 |
| PglD inh | / | 7 | / | / | 0 |
| CASP6 VEID inh | 0 | / | -3 | 4 | / |
| ERp5 inh | 4 | / | -30 | -1 | 2 |

6: CC(C)C1COS(=O)(=O)NC1CC(=O)SC(C)(C)C (centres undefined)
7: CN(C(=O)c1cccc(NC(=O)Cc2cccc(NC(=O)C3CCN(C(=O)C4CCC4)CC3)c2)c1)C1CCC1
8: CCn1c(SCC(=O)Nc2ccc3[nH]c(=O)[nH]c3c2)nnc1-c1ccccc1
9: CCOC(=O)c1cc(NC(=O)N(C(C)C)C2CCCCC2)c(C)nc1C
10: COc1ccc(NC(=O)C(=O)N/N=C/c2cc(C)n(-c3cccc(Cl)c3Cl)c2C)c(OC)c1

| Screen / compound no. | 6 | 7 | 8 | 9 | 10 |
| --- | --- | --- | --- | --- | --- |
| RAD54 inh | -16 | 4 | -14 | -10 | -3 |
| esBAF inh | -3 | 7 | -1 | -1 | -7 |
| ARNT-TACC3 inh | 0 | -6 | 1 | 24 | 3 |
| RAD52 inh | -73 | -7 | -13 | 96* | / |
| E-sel inducer | / | -6.7 | -0.1 | 3.4 | / |
| PglD inh | 10 | 0 | -2 | -7 | 2 |
| CASP6 VEID inh | -4 | -4 | 0 | 1 | / |
| ERp5 inh | -7 | 0 | 4 | 3 | / |

11: O=C(O)c1ccc(S(=O)(=O)c2ccc3c(c2)C(=O)N(c2ccc(O)cc2)C3=O)cc1
12: O=C(CN(Cc1ccccc1)C(=O)c1ccco1)NCc1ccc(F)cc1
13: Cc1ccccc1CC1(CO)CCCN(Cc2nc(-c3cccs3)oc2C)C1 (centres undefined)
14: CC(NC(=O)c1ccc(F)cc1)c1nc2ccccc2n1Cc1ccccc1F (centres undefined)
15: Cc1cc(NC2C3CC4CC(C3)CC2C4)n2nnnc2n1 (centres undefined)

| Screen / compound no. | 11 | 12 | 13 | 14 | 15 |
| --- | --- | --- | --- | --- | --- |
| RAD54 inh | / | 14 | / | 7 | -2 |
| esBAF inh | -9 | -5 | / | -14 | 6 |
| ARNT-TACC3 inh | -2 | 0 | 11 | 0 | -6 |
| RAD52 inh | -18 | / | -62 | -3 | / |
| E-sel inducer | -0.2 | / | 1.0 | / | / |
| PglD inh | / | 0 | / | 1 | 3 |
| CASP6 VEID inh | 11 | / | -3 | -1 | / |
| ERp5 inh | -8 | / | -2 | -2 | / |

16: Cc1ccc(OC2CCN(C(=O)[C@H]3O[C@@H](n4cnc5c(N)ncnc54)[C@H](O)[C@@H]3O)CC2)cc1
17: C[C@H]1CN([C@@H](C)CO)C(=O)c2cc(NC(=O)Nc3ccc(F)cc3)ccc2O[C@H]1CN(C)Cc1ccc(C(=O)Nc2ccccc2N)cc1
18: O=Cc1c(NCCN2CCOCC2)c2ccccc2[nH]c1=O
19: Cc1ccc(OCc2nnc(N)s2)cc1C
20: COC(=O)Cc1c(O)ccn(Cc2cccc3ccccc23)c1=O

| Screen / compound no. | 16 | 17 | 18 | 19 | 20 |
| --- | --- | --- | --- | --- | --- |
| RAD54 inh | -1 | -7 | -1 | -6 | 5 |
| esBAF inh | -1 | -20 | -4 | / | 6 |
| ARNT-TACC3 inh | / | -4 | -1 | / | 7 |
| RAD52 inh | -12 | -11 | -16 | -13 | / |
| E-sel inducer | -0.1 | 3.8 | 3.6 | 3.3 | / |
| PglD inh | -2 | 0 | -5 | 0 | 0 |
| CASP6 VEID inh | 3 | 0 | -5 | -4 | / |
| ERp5 inh | 4 | -4 | 2 | -3 | / |

Molecules from the list above with four or more nitrogen atoms:
4: O=C(NNc1ccccc1)C(CCO)C(=O)NNc1ccccc1
7: CN(C(=O)c1cccc(NC(=O)Cc2cccc(NC(=O)C3CCN(C(=O)C4CCC4)CC3)c2)c1)C1CCC1
8: CCn1c(SCC(=O)Nc2ccc3[nH]c(=O)[nH]c3c2)nnc1-c1ccccc1
10: COc1ccc(NC(=O)C(=O)N/N=C/c2cc(C)n(-c3cccc(Cl)c3Cl)c2C)c(OC)c1
15: Cc1cc(NC2C3CC4CC(C3)CC2C4)n2nnnc2n1 (centres undefined)
16: Cc1ccc(OC2CCN(C(=O)[C@H]3O[C@@H](n4cnc5c(N)ncnc54)[C@H](O)[C@@H]3O)CC2)cc1
17: C[C@H]1CN([C@@H](C)CO)C(=O)c2cc(NC(=O)Nc3ccc(F)cc3)ccc2O[C@H]1CN(C)Cc1ccc(C(=O)Nc2ccccc2N)cc1

| Screen / compound no. | 4 | 7 | 8 | 10 | 15 | 16 | 17 |
| --- | --- | --- | --- | --- | --- | --- | --- |
| RAD54 inh | / | 4 | -14 | -3 | -2 | -1 | -7 |
| esBAF inh | / | 7 | -1 | -7 | 6 | -1 | -20 |
| ARNT-TACC3 inh | 12 | -6 | 1 | 3 | -6 | / | -4 |
| RAD52 inh | -8 | -7 | -13 | / | / | -12 | -11 |
| E-sel inducer | / | -6.7 | -0.1 | / | / | -0.1 | 3.8 |
| PglD inh | / | 0 | -2 | 2 | 3 | -2 | 0 |
| CASP6 VEID inh | 4 | -4 | 0 | / | / | 3 | 0 |
| ERp5 inh | -1 | 0 | 4 | / | / | 4 | -4 |

Continuation.
21: C[C@H](CO)N1C[C@H](C)[C@@H](CN(C)CC2CCCCC2)Oc2c(NC(=O)CCCCCC(=O)Nc3ccccc3N)cccc2C1=O
22: CN(C)CC(=O)N[C@@H]1CC[C@@H](CCNS(=O)(=O)c2ccccc2)O[C@H]1CO
23: CN1CCN(CC(=O)Nc2ccc(Cl)cc2Cl)CC1
24: N=C1C(=O)OCC1c1ccccc1NC(=O)c1ccc(F)cc1 (centres undefined)
25: CC1CCCCN1Cc1c(O)ccc2c(=O)c(-c3ccc(Br)cc3)coc12 (centres undefined)

| Screen / compound no. | 21 | 22 | 23 | 24 | 25 |
| --- | --- | --- | --- | --- | --- |
| RAD54 inh | / | -3 | -8 | 3 | 5 |
| esBAF inh | / | 1 | -3 | 3 | 8 |
| ARNT-TACC3 inh | / | -9 | 1 | -3 | 6 |
| RAD52 inh | 2 | -4 | -6 | / | -2 |
| E-sel inducer | -2.3 | 0.0 | / | / | 40* |
| PglD inh | / | 1 | -1 | 0 | 3 |
| CASP6 VEID inh | 0 | -6 | 43* | / | 1 |
| ERp5 inh | -1 | -8 | -7 | / | 0 |

26: O=C(O)CCCNC(=O)CCCNC(=O)C(c1ccccc1)c1ccccc1
27: CC(OC(=O)C1CCN(c2ccc(C(F)(F)F)cn2)CC1)C(=O)Nc1ccc(S(N)(=O)=O)cc1 (centres undefined)
28: O=S(=O)(c1ccc(-n2cnnn2)cc1)N1CCNCC1
29: CSc1ccccc1C(=O)NC1CCCN(Cc2ccccc2F)C1 (centres undefined)
30: O=C(Nc1cccc([N+](=O)[O-])c1)C1CC(=O)N(C2CCCCC2)C1 (centres undefined)

| Screen / compound no. | 26 | 27 | 28 | 29 | 30 |
| --- | --- | --- | --- | --- | --- |
| RAD54 inh | / | 7 | -19 | 8 | / |
| esBAF inh | / | -4 | 0 | -1 | / |
| ARNT-TACC3 inh | 7 | 4 | -4 | -9 | -2 |
| RAD52 inh | -11 | -11 | -12 | -17 | -15 |
| E-sel inducer | -1.2 | -0.3 | 4.0 | / | / |
| PglD inh | / | -2 | -2 | 3 | / |
| CASP6 VEID inh | 3 | 1 | -5 | -2 | 2 |
| ERp5 inh | 3 | 6 | -11 | 4 | -7 |

Compound profiles, as listed above:
Cc1ccc(OCc2nnc(N)s2)cc1C across the screens: RAD54 inh = -6; esBAF inh = /; ARNT-TACC3 inh = /; RAD52 inh = -13; E-sel inducer = 3.3; PglD inh = 0; CASP6 VEID inh = -4; ERp5 inh = -3
COc1ccc(NC(=O)C(=O)N/N=C/c2cc(C)n(-c3cccc(Cl)c3Cl)c2C)c(OC)c1 across the screens: RAD54 inh = -3; esBAF inh = -7; ARNT-TACC3 inh = 3; RAD52 inh = /; E-sel inducer = /; PglD inh = 2; CASP6 VEID inh = /; ERp5 inh = /

Following part.
31: CCN(CC)CCCNC(=O)c1cc(Cl)c(NC(=O)C2=C(C)OCCS2)cc1OC
32: COc1cc(/C=C/C(=O)O)cc(S(=O)(=O)Nc2ccc3c(c2)OCO3)c1OC
33: Cc1ccc(C)c(NS(=O)(=O)c2cc(C(=O)NCCSC3CCCCC3)ccc2C)c1
34: CCOc1ccc2c(C)nc(NC3=NC(C)(C)C=C(C)N3)nc2c1
35: CCCCSCCCNC(=O)c1ccc2c(c1)N(CC)C(=O)c1ccccc1S2=O (centres undefined)
36: Cc1ccc(/C=C2\SC(=S)N(c3cccnc3)C2=O)cc1

| Screen / compound no. | 31 | 32 | 33 | 34 | 35 | 36 |
| --- | --- | --- | --- | --- | --- | --- |
| RAD54 inh | 9 | 2 | -1 | 39 | -5 | / |
| esBAF inh | 8 | 4 | -5 | 0 | 8 | / |
| ARNT-TACC3 inh | 1 | -7 | 0 | 8 | -4 | -3 |
| RAD52 inh | -6 | -5 | -40 | 91* | -2 | -20 |
| E-sel inducer | 2.1 | 2.1 | / | / | 0.4 | / |
| PglD inh | 0 | -2 | -4 | -4 | -4 | / |
| CASP6 VEID inh | -31 | 3 | 10 | 14 | 22 | -1 |
| ERp5 inh | -1 | 7 | -2 | -4 | 1 | -6 |

No enrichment for hits, and some 3.2% of all compounds hit somewhere here.
